ALOX12 inh: blocks human arachidonate 12S-lipoxygenase. Potency, µM (doses to about 108 µM), without a hit: at the highest dose activity change, negative = inhibition, hits mostly inhibitors. P18054. hit rate 1.1% among 580,000. purified 12hLO, xylenol orange hydroperoxide absorbance; active = well fitted inhibition curve with a large enough effect; inconclusive = small, poorly fitted or top-dose-only effect, or another doubt; inactive = no such curve, though single readings can be large or run the other way
Target sequence (P18054 whole entry, looked up): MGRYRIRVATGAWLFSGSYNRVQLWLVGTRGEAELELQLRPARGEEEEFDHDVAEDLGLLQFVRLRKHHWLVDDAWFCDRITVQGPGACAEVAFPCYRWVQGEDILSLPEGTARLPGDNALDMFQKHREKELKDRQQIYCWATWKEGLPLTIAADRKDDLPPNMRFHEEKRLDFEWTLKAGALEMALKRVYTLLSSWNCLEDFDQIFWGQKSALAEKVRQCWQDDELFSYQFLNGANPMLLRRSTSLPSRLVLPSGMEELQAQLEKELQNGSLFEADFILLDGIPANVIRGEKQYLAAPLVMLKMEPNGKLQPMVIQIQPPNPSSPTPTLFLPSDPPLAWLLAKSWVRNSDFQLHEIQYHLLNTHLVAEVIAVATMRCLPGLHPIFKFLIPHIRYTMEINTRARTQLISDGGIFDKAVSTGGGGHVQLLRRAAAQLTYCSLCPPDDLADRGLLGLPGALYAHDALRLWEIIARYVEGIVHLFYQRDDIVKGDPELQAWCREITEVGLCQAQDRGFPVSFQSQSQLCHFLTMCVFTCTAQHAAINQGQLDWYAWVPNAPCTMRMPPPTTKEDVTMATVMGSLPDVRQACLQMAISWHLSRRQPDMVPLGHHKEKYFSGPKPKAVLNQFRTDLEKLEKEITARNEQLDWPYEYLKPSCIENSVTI
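Purified human 12hLO at 150 nM in 25 mM Hepes, 0.01% Triton X-100, pH 7.0, preincubated 15 min at room temperature with compound. Reaction started with 40 uM arachidonic acid, 30 min at room temperature. Hydroperoxide measured by Fe-xylenol orange, 573/405 nm absorbance ratio.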
* = called active by the depositor; ? = inconclusive; [ ] = dose if it differs, or a comment. % is scaled to controls: 0 for no effect and ±100 for the full control effect; potency is read from the fitted curve at half-maximal effect. An excerpt; count on the stated rates, not on these rows.

Start of the listing, in advance:
| ALOX12 inh | SMILES |
| --- | --- |
| 61%[activator] | COCCCNC(=O)N1C[C@@H]2CCCN3CCC[C@@H]([C@H]23)[C@H]1CCCC(=O)NCC1CC1 |
| 9% | O=C(NC1CC1)c1cccc(NC(=O)C2CC3CCC2C3)c1 (stereo not drawn) |
| ? | CCc1cccc2c(C3=NNC(=NC4CC4)SC3)c[nH]c12 |
| -4%[176 µM] | O=C(NC[C@H]1COCc2nc3cc(F)ccc3n21)c1ccc(Cl)cc1 |
| 14% | COc1ccc(OC)c(NC(=O)c2cc3n(n2)CC(c2ccc(Cl)cc2)OC3)c1 (stereo not drawn) |
| 31%[176 µM] | Cn1nccc1CN1CC2(C1)NC(=O)c1ccccc1O2 |

The whole of this part, from the start:
| ALOX12 inh | SMILES |
| --- | --- |
| 61%[activator] | COCCCNC(=O)N1C[C@@H]2CCCN3CCC[C@@H]([C@H]23)[C@H]1CCCC(=O)NCC1CC1 |
| 9% | O=C(NC1CC1)c1cccc(NC(=O)C2CC3CCC2C3)c1 (stereo not drawn) |
| ? | CCc1cccc2c(C3=NNC(=NC4CC4)SC3)c[nH]c12 |
| -4%[176 µM] | O=C(NC[C@H]1COCc2nc3cc(F)ccc3n21)c1ccc(Cl)cc1 |
| 14% | COc1ccc(OC)c(NC(=O)c2cc3n(n2)CC(c2ccc(Cl)cc2)OC3)c1 (stereo not drawn) |
| 31%[176 µM] | Cn1nccc1CN1CC2(C1)NC(=O)c1ccccc1O2 |
| 11% | COc1ccc(CCC(=O)N2CCC3(CC2)NCCc2c3[nH]c3ccc(OC)cc23)cc1 |
| 0% | CNC(=S)NCCCCc1cnc[nH]1 |
| -24% | O=C(O)CNC/C=C/c1ccccc1 |
| ? | Cc1[nH]c2ccc(C(=O)N(C)CCOc3ccccc3)cc2c1C |
| 8% | COc1ccc(NC(=O)N2CCCC(c3noc(COc4ccccc4F)n3)C2)c(C)c1 (stereo not drawn) |
| 36%[activator][176 µM] | Cc1noc(C)c1-c1cc2cc(C(C)C)oc2c(Nc2ccn(C)n2)n1 |
| ? | COc1ccccc1-c1nnc2n1C(C(=O)NCCc1ccc(Cl)cc1)CC2 (stereo not drawn) |
| 16% | CCCS(=O)(=O)N1C[C@@H](COC)[C@H](c2nc(C)no2)C1 |
| 17% | CCCCCn1nc(C(=O)NC2(C)CCS(=O)(=O)C2)c2ccccc2c1=O (stereo not drawn) |
| 5% | COCCN[C@@H]1C[C@@H]2c3[nH]c4ccccc4c3C[C@@H](C(=O)OC)N2[C@H](c2cccc(OC)c2)C1 |
| 1% | Cc1cc(C)c(C(=O)Oc2c(C)cccc2C)c(C)c1 |
| -11% | COc1ccc(/C=C/c2nn3c(-c4ccc(Cl)cc4)nnc3s2)cc1 |
| -48% | CCC(C)(CC(=O)Nc1ccc(NC(C)=O)cc1)Cc1nc2ccccc2s1 (stereo not drawn) |
| 41%[activator] | FC(F)(F)c1ccc(N2C3CCC2CN(Cc2cccc(Cl)c2)C3)cc1 |
| 19% | CC(C)N(CCNC(=O)CCc1ncc(-c2ccc(Cl)cc2)o1)C(C)C |
| 17% | O=C(c1ccoc1)N1CCc2nn(Cc3ccccc3)c(=O)n2CC1 |
| -6% | Oc1cccc(-c2nc(N3CCOCC3)c3oc4ncccc4c3n2)c1 |
| -24% | CCCCCCCCCCC(=O)c1ccc(Cl)cc1 |
| 3% | O=C(NC1CCCN(c2cc(-c3ccc(F)cc3)[nH]n2)C1)c1ccsc1 (stereo not drawn) |
| ? | O=C(NC1CCCCCC1)c1cc2c(F)cccc2s1 |
| ? | O=C(CSc1n[nH]c(-c2cccc(Br)c2)n1)c1ccc(Cl)cc1 |
| -1% | CN1CCC(OC2CCN(C(=O)CCCc3ccccc3)CC2)CC1 |
| ? | Cc1cc(I)c2[nH]c(-c3ccccc3)c(-c3ccccc3)c2c1 |
| 13% | CC(C)CCn1nc(C(=O)Nc2ccccc2C(C)(C)C)c2ccccc2c1=O |
| -4% | COc1cc(CNC(=O)C(C)Oc2ccccc2)ccn1 (stereo not drawn) |
| 29%[176 µM] | CC1(C)[C@H](Cc2cc(CCO)on2)C[C@@H]1NCc1cccnc1 |
| -3%[176 µM] | CC1(C(=O)NCc2cccc(Cl)c2)CCc2cnc(N3CCOCC3)nc21 (stereo not drawn) |
| 0% | COc1ccc(-c2cc3ccc(OCC#N)cc3oc2=O)c(OC)c1 |
| 12% | NC(=O)c1cccc(C(=O)N2CCC(c3nc4ccccc4o3)CC2)c1 |
| -9%[176 µM] | CC(=O)NC[C@H]1O[C@H](Cc2cc(-c3ccc(F)cc3)on2)CC[C@@H]1O |
| 31%[activator] | CCNC(=O)N1CCCCCNC(=O)[C@@H]2CCCC[C@@H]21 |
| 4% | CC(=O)N1CCN(Cc2ccc(F)c(C(F)(F)F)c2)CC(O)C1 (stereo not drawn) |
| ? | COc1ccc2[nH]c(C(=O)N3CCc4ccccc4C3)cc2c1 |
| 5% | Cc1nn(-c2ccccc2)c(Oc2ccccc2)c1CCC(=O)NCC1CCCO1 (stereo not drawn) |
| 9% | O=C(CCC1CCCC1)N1CCC(c2noc(COc3ccc(F)cc3)n2)C1 (stereo not drawn) |
| 60%[activator] | CC(O)CCNS(=O)(=O)c1ccc2c(c1)CN(C(=O)CCn1cccn1)CC2 (stereo not drawn) |
| -14%[6.33 µM] | CC(=O)NCCC(=O)N1Cc2ccccc2CC2(CCCN(Cc3cccnc3)C2)C1 (stereo not drawn) |
| 135%[activator] | O=C(NCc1ccncc1)C1CN(Cc2ccccn2)CC12CCOCC2 (stereo not drawn) |
| ? | COC(=O)C1=CN(Cc2cccs2)C=C(C(=O)OC)C1c1ccc(Cl)c(F)c1 |
| ? | Cc1nn(-c2ccc(F)cc2)c(-n2cccc2)c1C(=O)N1CCc2ccccc2C1 |
| 26% | O=C(Nc1ccc(F)cc1)C1CC2CCCC(C1)C2=O (stereo not drawn) |
| -22% | O=C(CSc1nc2ccc(NC(=O)c3ccccc3F)cc2s1)Nc1ccccc1 |
| 15% | Cc1nc2ccc(C(=O)OC(C)C(=O)NC3CC3)cc2nc1C (stereo not drawn) |
| 5% | CN1CCc2c([nH]c3ccccc23)C12CCN(C(=O)c1cn(C)cn1)CC2 |
| -14% | Cc1c(N)nc([C@H](CC(N)=O)NC[C@H](N)C(N)=O)nc1C(=O)N[C@H](C(=O)N[C@H](C)[C@@H](O)[C@H](C)C(=O)N[C@H](C(=O)NCCc1nc(-c2nc(C(=O)NCCCCN=C(N)N)cs2)cs1)[C@@H](C)O)[C@@H](O[C@@H]1O[C@@H](CO)[C@@H](O)[C@H](O)[C@@H]1O[C@H]1O[C@H](CO)[C@@H](O)[C@H](OC(N)=O)[C@@H]1O)c1cnc[nH]1 |
| -6% | Fc1cccc(CN2CCCC3(CCN(c4cnccn4)C3)C2)c1F (stereo not drawn) |
| ? | Cc1cc(C)nc(Nc2ncc(O)n2-c2cccc(Cl)c2)n1 |
| 8%[176 µM] | c1ccc(CO[C@H]2COCCN(c3nc4ccccc4o3)C2)cc1 |
| 29% | O=C(N[C@@H]1CN[C@H](CO)C1)C1CC1 |
| 35µM* | C/C(=N/Nc1ccc(S(N)(=O)=O)cc1[N+](=O)[O-])c1ccccc1Br |
| 34% | Cc1cn2nc(C(=O)NC3CCCCCC3)cc2c(N2CCCC2)n1 |
| ? | Cc1cc(C)cc(NC(=O)Nc2ccc3nc(N4CCOCC4)cc(C)c3c2)c1 |
| 21% | Cc1ccc(C(=O)N(C)Cc2ccsc2)s1 |
| 15% | CCn1nccc1C(=O)N1CCCC1c1nc(CCOc2cccc(C)c2)no1 (stereo not drawn) |

(cont.)
| ALOX12 inh | SMILES |
| --- | --- |
| 20% | O=C(c1ccc(Cl)nc1)N1CCc2nc(-c3ccccc3)nc(-c3ccc(Cl)cc3)c2C1 |
| 23% | C=CCSc1nnc(NC(=O)c2cc(=O)c3ccc(C)cc3o2)s1 |
| 32% | COc1cccc(NC(=O)CN2CCN(c3nc(-c4ccco4)c4c(c3C#N)CCC4)CC2)c1 |
| 35% | CCC(CC)c1nnc(NC(=O)CCc2c(C)nc(C)[nH]c2=O)s1 |
| 59%[activator] | CCc1noc([C@@H]2CC(F)(F)CN2C(=O)C2CCOCC2)n1 |
| -53% | c1ccc(-c2nc(N3CCCCC3)c3ccccc3n2)nc1 |
| 15% | CN(C)C(C(=O)N1CCC(N2CCSCC2)CC1)c1cccc(F)c1 (stereo not drawn) |
| -25% | Cn1c(=O)[nH]c(=O)c2c1nc(SCCN1CCCCC1)n2CCc1ccccc1 |
| -8% | C=C(C)Cn1c(SCCCCC)nc2c1c(=O)n(C)c(=O)n2C |
| 24% | Cc1n[nH]c(C)c1CNC(=O)C1CCCN(C2CCN(C(=O)C3CC3)CC2)C1 (stereo not drawn) |
| 3%[176 µM] | C[C@H]1[C@@H]2[C@@H](O)C([C@H](C)C(=O)NC(C)(C)C)CC[C@@]2(C)CC[C@@H]1NS(C)(=O)=O (stereo partly drawn) |
| ? | O=S(Cc1ccc(Cl)cc1)Cc1c(F)cccc1Cl (stereo not drawn) |
| 21% | CCOC(=O)c1ccc(Oc2coc3cc(OC(=O)c4cccs4)ccc3c2=O)cc1 |
| 24% | COC[C@@H]1CNC[C@H]1c1nc(C)no1 |
| ? | O=Cc1cccc(-c2ccc(F)cc2F)c1 |
| 4% | CC1(C)NC(=O)N(CC(=O)N[C@@H]2COCC[C@H]2Oc2ccc(C#N)cc2)C1=O |
| -23% | C=CCSC1=N/C(=C\c2ccc(C)s2)C(=O)S1 |
| 16% | CCC(c1nc(-c2ccc(C)nn2)no1)n1cccn1 (stereo not drawn) |
| 8% | O=C(C1CCN(C(=O)N2CC3CC(C2)[C@H]2CCCC(=O)N2C3)CC1)N1CCc2ccccc2C1 (stereo partly drawn) |
| -7% | COC1CCC12CCN(Cc1ccc(C#N)cc1)CC2 (stereo not drawn) |
| -19% | Clc1cc(Cl)cc(CN2CCN(c3ncc(Cc4ccccc4)cn3)CC2)c1 |
| 4% | COc1ccc(Nc2nc(C(=O)OCC(=O)c3ccc(F)cc3)cs2)cc1 |
| 13% | CCCOC(=O)c1ccc(NC(=O)CSc2nc(=O)[nH]nc2C)cc1 |
| -12% | O=C1CCCCC1Sc1nccn1-c1ccccc1 (stereo not drawn) |
| 43%[activator] | O=C(CCc1nc2ccccc2[nH]1)N1CCN(C(=O)N2CC3CC(C2)[C@H]2CCCC(=O)N2C3)CC1 (stereo partly drawn) |
| 12% | CC(=O)Nc1ccc(NC(=O)CSc2nc(C3CC3)n(-c3ccccc3)n2)cc1 |
| -4% | Cc1cc(Cl)ccc1S(=O)(=O)N(Cc1cccnc1)C1CC1 |
| ? | Cn1cc(CC(=O)N2CCCc3ncc(C(=O)NCc4ccccc4)cc32)c2ccccc21 |
| 14% | Cc1ccccc1C(=O)NNC(=S)Nc1ccccc1 |
| 2% | CCNC(=O)N1CCOc2ccc(CCC(=O)NCCc3ccccc3)cc2C1 |

Four structures out of the list, arranged by heavy-atom count, high to low.
| ALOX12 inh | SMILES |
| --- | --- |
| 3%[176 µM] | C[C@H]1[C@@H]2[C@@H](O)C([C@H](C)C(=O)NC(C)(C)C)CC[C@@]2(C)CC[C@@H]1NS(C)(=O)=O (stereo partly drawn) |
| 13% | CCCOC(=O)c1ccc(NC(=O)CSc2nc(=O)[nH]nc2C)cc1 |
| -8% | C=C(C)Cn1c(SCCCCC)nc2c1c(=O)n(C)c(=O)n2C |
| -23% | C=CCSC1=N/C(=C\c2ccc(C)s2)C(=O)S1 |

Later entries
| ALOX12 inh | SMILES |
| --- | --- |
| 25%[176 µM] | Cn1cc(-c2cnc(Nc3ccc(F)cc3)c3c2CCO3)cn1 |
| 28% | O=C(c1ccc(OC2CCN(C(=O)C3CC3)CC2)nc1)N1CCOCC1 |
| ? | Cc1cccc(NC(=O)COC(=O)c2n[nH]c(=O)c3ccccc23)c1 |
| -40% | Cc1ccc(C(=O)/C=C/c2ccc(C#N)cc2)o1 |
| 49%[activator][176 µM] | COc1ccc(CNC(=O)[C@@H]2Cc3nc[nH]c3CN2Cc2ccc(Cl)cc2)cc1 |
| ? | Cc1cccc(C)c1NC(=O)COC(=O)Cn1cnc2c1c(=O)n(C)c(=O)n2C |
| ? | N#Cc1cccc(C(=O)Nc2cccc(OC3CCCC3)c2)c1 |
| 0% | Cc1ccc(Nc2ccc(N3CCN(S(=O)(=O)c4ccc(Cl)c(Cl)c4)CC3)nn2)cc1 |
| 15% | CCOc1ccc(NC(=O)N2CC(c3nnc(-c4ccncc4)o3)C3(CCOCC3)C2)cc1 (stereo not drawn) |
| 6% | COC(=O)CSc1nnc2c3c(c(C#N)c(Nc4ccccc4)n12)CC(C)(C)OC3 |
| -3% | COc1ccc(-c2c(C)oc3cc(OCCN4CCN(CCO)CC4)ccc3c2=O)cc1 |
| ? | O=C(/C=C/Nc1ccc(Br)cc1F)c1ccc(OC(F)F)cc1 |
| 1% | COCC(=O)N1CCc2nc(N3CCc4ccccc4C3)[nH]c(=O)c2CC1 |
| 3% | Cn1cc2c3c(cccc31)CN(C(=O)c1ccc(F)c(Cl)c1)CC2 |
| -6% | CCOc1ccc2c(-c3cc4cccc(OCC)c4oc3=O)cc(=O)oc2c1 |
| 16% | C=CCSc1nc2c(c(=O)n(C)c(=O)n2C)n1CC(=C)C |
| -25%[176 µM] | CC(C)NC(=O)NC[C@H]1OC[C@@H](NCc2cccs2)[C@@H]1O |
| ? | O=C(CSc1ccc2ccccc2n1)Nc1ccc2c(c1)OCCCO2 |
| ? | O=C(c1ccc2ccccc2n1)N1CCC(n2c(=O)[nH]c3ccccc32)CC1 |
| 18% | COc1ccc(NC(=O)N2CC(c3nnc(-c4ccncc4)o3)C3(CCOCC3)C2)cc1 (stereo not drawn) |
| 18%[176 µM] | COCCNc1ccc2nnc(-c3ccc(C)cn3)n2n1 |
| -9% | COc1ccc(C2Cn3nnc(-c4nc(-c5cccc(F)c5)no4)c3CO2)cc1 (stereo not drawn) |
| -41% | Cc1cccc(C(=O)NC23CC4CC(CC(C4)C2)C3)n1 |
| 8%[12.5 µM] | Cc1cc(Cl)ccc1-c1ccccc1CN |

Assay outcomes as filed in PubChem BioAssay.
